# High-throughput results as filed in PubChem.
# EPAC1 agonist: agonists of human EPAC1 | O95398 | EPAC1 agonist qHTS, biochemical assay; response scale: 100% = response to 6.5 mM cAMP | Potency, µM (titrated, usually from 154 µM), for inactives: top-dose activation, actives largely listed as activators | hit rate 0.073% among 360,000; also: potency is read from the fitted curve at half-maximal effect; nearly all actives have a fitted effect of over 60% in size
#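 Nucleotide exchange assay: 100 nM EPAC1 with 250 nM Rap1B loaded with BODIPY-GDP and 50 uM GDP, room temperature. Fluorescence (480/540 nm) read every 5 min for 30 min; signal change normalized to 6.5 mM cAMP as full agonist.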
# PI5P4K alpha inh: inhibitors of human PI5P4K alpha | PI5P4Kalpha enzyme, ADP-Glo luminescence, 60 min; hits give low values | max response, % | hit rate 1.2% among 330,000 | AID 652105; active = max response of -50% or lower; inconclusive = between -30% and -50%; inactive = -30% or higher; also: value at the top dose of about 77 µM; % is scaled to controls: 0 for no effect and ±100 for the full control effect
#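 Compounds were pin-transferred onto PI5P4Kalpha and substrate in HEPES pH 7.4 buffer with EGTA, CHAPS and 5% DMSO. ATP (5 microM final) started the reaction, which ran 60 minutes at room temperature before ADP-Glo detection.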
# GLP-1R inv ag: inverse agonists of human GLP-1 receptor; P43220; HEK293 GLP-1R CRE-luciferase, luminescence, 24 h; GLP-1R form is constitutively active; Potency, µM (doses to about 38.3 µM), inactives show top-dose activity change, negative = inhibition, most hits filed as inhibitors; hit rate 1.6% among 410,000; AID 624417; also: potency is read from the fitted curve at half-maximal effect; % is scaled to controls: 0 for no effect and ±100 for the full control effect; nearly all actives have a fitted effect of over 55% in size
# Target sequence (P43220 whole entry, looked up): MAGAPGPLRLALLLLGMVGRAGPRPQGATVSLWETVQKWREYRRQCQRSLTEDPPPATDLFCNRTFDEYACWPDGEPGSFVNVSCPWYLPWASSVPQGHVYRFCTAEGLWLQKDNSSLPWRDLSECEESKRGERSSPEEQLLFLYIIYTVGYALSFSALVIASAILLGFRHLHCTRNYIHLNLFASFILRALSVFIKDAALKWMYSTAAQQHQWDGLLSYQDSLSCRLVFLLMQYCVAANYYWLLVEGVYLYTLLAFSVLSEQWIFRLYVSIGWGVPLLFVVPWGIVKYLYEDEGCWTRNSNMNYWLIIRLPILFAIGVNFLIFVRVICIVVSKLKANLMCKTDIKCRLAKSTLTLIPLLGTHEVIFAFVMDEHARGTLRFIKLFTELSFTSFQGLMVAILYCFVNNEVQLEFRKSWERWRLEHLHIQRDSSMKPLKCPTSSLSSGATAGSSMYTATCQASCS
#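 Seeding at 200 cells/uL, 12 h culture, 24 hr compound treatment, then luciferase reagent and a luminescence read; cells are HEK293 stably expressing a constitutively active GLP-1R plus cAMP-responsive luciferase.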
# EPAC1 antagonist: blocks human EPAC1 exchange factor. O95398. EPAC1 GEF assay, Rap1b-BODIPY-GDP exchange fluorescence. Potency, µM (top dose mostly 115 µM), without a hit: at the top dose activity change, negative = inhibition, actives largely listed as inhibitors. hit rate 0.14% among 360,000. AID 720709;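 also: potency is read from the fitted curve at half-maximal effect; plate controls were vehicle for no effect and positive control for full effect; nearly all actives have a fitted effect of over 50% in size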
# HEK293 tox: cytotoxic in the GLP-1 receptor inverse agonist counter-screen | HEK293 cAMP-luciferase reporter cells, luminescence, 24 h | hit rate 0.13% among 410,000 | Potency, µM (highest dose often 38.3 µM), for inactives: top-dose activity change, negative = inhibition, actives largely listed as inhibitors;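 also: loss of luciferase light is scored as toxicity; potency is read from the fitted curve at half-maximal effect; % is scaled to controls: 0 for no effect and ±100 for the full control effect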
#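 Seeding density was 200 cells/uL; after overnight-length (12 h) culture, 23 nL compounds went on for 24 h at 37 °C. Readout used a luciferase detection reagent, luminescence taken after 12 min at room temperature.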
# IL-2 act: activators of IL-2; IL-2 activation reporter assay, cell-based qHTS; stimulated with anti-CD3/CD4/CD28 beads; in transgenic mouse T cells; hit rate 0.065% among 360,000; AID 652025; activation, % (series mostly up to about 46 µM); in the data active = activation above about 50%; inconclusive = mostly about 30% to 49%; also: 0% is about no effect
#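 First, unstimulated transgenic mouse T cells were exposed to compound for 60 min. Next, anti-CD3/anti-CD4-coated beads with anti-CD28 were added. Finally, after 18 h at 37 degrees C, EGFP and DsRed were imaged.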
# PLK1 PBD block: PLK1 (human) polo-box domain binding inhibition; hit rate 2.8% among 360,000; Potency, µM, for the others: max response, negative = inhibition, usual class: inhibitors; P53350; Plk1 PBD binding of FITC phosphopeptide, fluorescence polarization; also: potency is read from the fitted curve at half-maximal effect; series mostly up to about 57 µM; % is scaled to controls: 0 for no effect and ±100 for the full control effect; nearly all actives have a fitted effect of over 65% in size
# PTHR1 ag: activates the human parathyroid hormone receptor PTHR1. Q03431. HEK293 GP2 PTHR1 cells, GloSensor cAMP luminescence, 1 h. Potency, µM (titrated, usually from 115 µM), for inactives: at the highest dose activation, usual class: activators. hit rate 0.075% among 410,000. AID 743266; also: potency is read from the fitted curve at half-maximal effect; nearly all actives have a fitted effect of over 55% in size; some results filed as inactive show a strong effect at the top dose; inactives centre near -15; many of its hits are not listed in these tables
# Target sequence (Q03431 whole entry, looked up): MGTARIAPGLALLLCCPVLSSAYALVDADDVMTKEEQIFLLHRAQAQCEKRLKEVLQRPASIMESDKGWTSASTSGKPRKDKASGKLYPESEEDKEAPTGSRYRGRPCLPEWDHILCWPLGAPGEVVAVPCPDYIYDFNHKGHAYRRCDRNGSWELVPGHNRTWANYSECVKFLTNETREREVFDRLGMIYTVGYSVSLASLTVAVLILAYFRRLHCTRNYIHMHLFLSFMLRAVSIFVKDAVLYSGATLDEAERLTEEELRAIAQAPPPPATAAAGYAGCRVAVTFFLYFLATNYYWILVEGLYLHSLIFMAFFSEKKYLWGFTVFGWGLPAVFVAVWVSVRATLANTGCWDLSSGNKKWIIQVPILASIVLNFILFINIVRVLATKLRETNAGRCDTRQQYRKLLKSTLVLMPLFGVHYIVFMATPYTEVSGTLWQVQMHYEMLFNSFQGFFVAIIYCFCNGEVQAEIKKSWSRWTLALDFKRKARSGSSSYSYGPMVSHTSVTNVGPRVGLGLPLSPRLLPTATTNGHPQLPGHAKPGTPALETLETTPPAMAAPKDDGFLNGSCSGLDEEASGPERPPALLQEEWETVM
#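 HEK-293-derived GP2 cells expressing PTHR1 and a GloSensor cAMP reporter, 3,000/well, plated overnight, given luciferin plus IBMX (each 0.5 mM as added) for 1 h at 37 °C, then compound for 1 h at 37 °C. Luminescence was read after 15 min at room temperature.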
# GLP1R ag: GLP-1 receptor (human) agonism; HEK293 GLP-1R CRE-luciferase, luminescence, 4-6 h; cells express a hypersensitive GLP-1R form; hit rate 0.007% among 380,000; Potency, µM (series often up to 45.6 µM), for the others: at the top dose activation, most hits filed as activators; also: potency is read from the fitted curve at half-maximal effect; % of control where 0% means no effect
# * hit, by the source's call; i = inactive; ? = inconclusive; . = not tested or not shown; [ ] = remark or other dose. Unless noted, calls follow the shape of the dose curve; as a rule, active = well fitted curve in the direction sought with a large enough effect; inconclusive = small, poorly fitted or top-dose-only effect, or another doubt; inactive = no such curve, though single readings can be large; an effect the other way counts as inactive or inconclusive. The list is partial; rates above refer to the full screens.
SMILES,EPAC1 agonist,PI5P4K alpha inh,GLP-1R inv ag,EPAC1 antagonist,HEK293 tox,IL-2 act,PLK1 PBD block,PTHR1 ag,GLP1R ag
O=C(Nc1ccc(F)cc1)N1CCN(C(=O)C2CCCO2)CC1 (stereo not drawn),-5.3%,0.2,3.2%,-13.4%,-1.1%,0.3,-7.3%,-22.7%,-3.9%
Cc1cc(C(=O)NNC(=O)c2cccc(N(C)C)c2)c(C)o1,-12.1%,-2.2,19.9%,-16.5%,0.1%,-2.0,-0.2%,i,0.8%
CC(C)COc1cccc(C(=O)Nc2ccc(N3CCOCC3)cc2N2CCOCC2)c1,-0.1%,14.9,7.2%,-23.7%,1.5%,-0.8,6.6%,-56.0%[inhibitor],1.7%
N#Cc1ncc(C(F)(F)F)cc1Sc1ccc(N)cc1,-3.0%,4.7,2.6%,5.4%,-18.4%,-0.2,-2.4%,i,?
Cc1c(CC(=O)O)c(=O)oc2c(C)c3occ(-c4ccccc4)c3cc12,-1.3%,2.9,14.0%,29.8%,2.5%,-6.8,-18.0%,-51.3%[inhibitor],2.3%
Cc1nn(C)c(C)c1S(=O)(=O)N1CCCC(C(=O)NCC2COc3ccccc3O2)C1 (stereo not drawn),0.2%,-0.3,14.5%,-13.5%,0.7%,-2.3,-6.9%,-13.2%,-8.4%
COCC(=O)N1CCCC(C(=O)c2ccc3c4c(cccc24)CC3)C1 (stereo not drawn),-6.9%,3.8,2.9%,11.1%,-0.8%,-0.7,-1.4%,i,6.5%
CCOC(=O)Cn1c(C)nc2c(C(=O)OCC)sc(C)c2c1=O,1.7%,5.8,17.4%,-14.7%,10.0%,0.6,-6.9%,i,3.7%
COc1cc(-c2noc(C)c2C(=O)NCc2ccc(C)o2)cc(OC)c1OC,-0.8%,1.2,10.0%,-14.9%,-1.5%,0.1,-6.2%,-21.1%,9.7%
O=C(c1cccc(F)c1)N1CCN(S(=O)(=O)c2ccccc2)CC1,-3.1%,27.4,-6.9%,7.7%,-1.7%,0.2,-1.0%,i,-12.6%
O=S(=O)(Nc1ccc(C(O)(C(F)(F)F)C(F)(F)F)cc1)c1ccc(Cl)c2nonc12,-1.3%,-8.0,?,?,22.4%,-0.8,-29.8%,-95.0%[inhibitor],-4.3%
CCOC(=O)C1=C(COC(=O)COc2cccc(C)c2C)NC(=O)NC1C (stereo not drawn),0.3%,5.0,9.5%,-14.3%,7.2%,-0.7,-8.2%,i,7.9%
CCOC(=O)C1=CCN(S(=O)(=O)c2ccccc2C)C1c1ccc(Cl)cc1 (stereo not drawn),-11.3%,3.8,?,-14.5%,-8.7%,1.0,2.7%,-9.6%,5.0%
CC[C@H](C)[C@H](NC(=O)c1ccccc1)C(=O)Nc1ccc(S(=O)(=O)Nc2cc(C)nc(C)n2)cc1,7.1%,-3.1,10.4%,-2.0%,-23.1%,0.4,2.2%,i,4.1%
COc1ccc(CCN2C(=O)c3ccccc3C2c2nnnn2-c2c(C)cccc2C)cc1OC (stereo not drawn),9.6%,-2.8,13.5%,1.0%,0.6%,-0.8,-12.6%,i,10.4%
CCN(CC)S(=O)(=O)c1ccc(OCC(=O)NCc2ccccc2)cc1,10.4%,.,0.0%,0.6%,-11.5%,-0.5,-13.7%,-10.5%,-2.6%
COc1ccc(CCNC(=O)Cn2c(=O)n(-c3ccc(OC)c(OC)c3)c(=O)c3ccccc32)cc1OC,.,.,17.5%,.,-2.2%,.,.,i,0.2%
Cc1ccc(NC(=O)CC2SC3=NCCCN3C2=O)c(C)c1 (stereo not drawn),-6.8%,0.3,-9.4%,1.5%,82.9%[activator],-1.8,?,i,-18.2%
O=C(NC1CC2CCCC(C1)N2S(=O)(=O)c1ccccc1)C1CCCCC1 (stereo not drawn),0.4%,.,?,11.5%,3.8%,-2.4,-12.5%,-19.3%,-2.4%
COc1ccccc1C(CC(=O)Nc1nccs1)c1ccco1 (stereo not drawn),16.8%,-22.0,?,6.0%,0.0%,0.6,-17.7%,-0.9%[57.5 µM],-18.2%
Cc1cccc(CN2CCN(Cc3nc4c(s3)CCCC4)CC2CCO)n1 (stereo not drawn),-2.5%,1.0,-4.7%,-8.3%,4.8%,-1.9,-8.1%,-37.6%[inhibitor],-4.1%
Cc1c(CC(=O)N2CCN(C(=O)C3COc4ccccc4O3)CC2)c(=O)oc2c(C)c(O)ccc12 (stereo not drawn),-3.8%,-0.2,-13.5%,19.9%,.,-4.7,-0.2%,-3.6%,-0.9%
O=C(COC(=O)c1ccccc1Br)Nc1nnc(-c2ccccc2)o1,9.6%,-16.7,-1.6%,1.1%,-2.3%,-2.4,1.2%,i,-34.2%[inhibitor]
c1coc(Cn2c(SCc3nc4ccccc4[nH]3)nnc2-c2cnccn2)c1,10.2%,-16.9,40.0%[activator],-4.0%,3.9%,-1.7,-15.7%,-44.5%[inhibitor],0.1%
COc1cc(OC)c(NC(=O)CNC(=O)Cn2ccc3ccccc3c2=O)cc1Cl,-2.7%,-7.9,-23.1%,-3.0%,-7.1%,3.6,-7.0%,i,0.5%

# Pulled one by one from above:
SMILES,EPAC1 agonist,PI5P4K alpha inh,GLP-1R inv ag,EPAC1 antagonist,HEK293 tox,IL-2 act,PLK1 PBD block,PTHR1 ag,GLP1R ag
O=C(c1cccc(F)c1)N1CCN(S(=O)(=O)c2ccccc2)CC1,-3.1%,27.4,-6.9%,7.7%,-1.7%,0.2,-1.0%,i,-12.6%
CCOC(=O)Cn1c(C)nc2c(C(=O)OCC)sc(C)c2c1=O,1.7%,5.8,17.4%,-14.7%,10.0%,0.6,-6.9%,i,3.7%

# The listing picks up; the three compounds before the break are reprinted first.
SMILES,EPAC1 agonist,PI5P4K alpha inh,GLP-1R inv ag,EPAC1 antagonist,HEK293 tox,IL-2 act,PLK1 PBD block,PTHR1 ag,GLP1R ag
O=C(COC(=O)c1ccccc1Br)Nc1nnc(-c2ccccc2)o1,9.6%,-16.7,-1.6%,1.1%,-2.3%,-2.4,1.2%,i,-34.2%[inhibitor]
c1coc(Cn2c(SCc3nc4ccccc4[nH]3)nnc2-c2cnccn2)c1,10.2%,-16.9,40.0%[activator],-4.0%,3.9%,-1.7,-15.7%,-44.5%[inhibitor],0.1%
COc1cc(OC)c(NC(=O)CNC(=O)Cn2ccc3ccccc3c2=O)cc1Cl,-2.7%,-7.9,-23.1%,-3.0%,-7.1%,3.6,-7.0%,i,0.5%
CC1(CCc2ccccc2)NC(=O)N(CC(=O)Nc2c(F)cccc2F)C1=O (stereo not drawn),3.4%,-6.2,-3.9%,-6.2%,-19.7%,1.0,3.2%,-35.4%[inhibitor],2.3%
COC(=O)[C@@]12CCCN1[C@H](c1ccc(SC3CCCCC3)cc1)[C@H]1C(=O)N(C)C(=O)[C@H]12,-12.0%,2.5,-1.3%,-26.9%,-0.5%,-0.5,-25.9%,-1.2%,11.9%
N#CC(C(=O)NCc1ccccc1)c1nc2ccccc2nc1N1CCCC1 (stereo not drawn),16.0%,-0.7,-18.5%,58.6%[activator],78.0%[activator],152.8*,10.1%,i,-1.0%
C[C@@H]1CCC[C@@]2(O[C@H](CCO)C[C@@H](O)[C@@H]2O)O1,-28.1%,-4.9,7.1%,12.6%,-2.6%,-1.0,1.5%,-20.7%,-4.0%
CCOC(=O)c1c(N2C(=O)C3C4C=CC(O4)C3C2=O)sc2c1CCCC2 (stereo not drawn),-1.8%,-25.9,?,6.0%,-29.9%,-3.9,-22.8%,-3.2%,-2.8%
COCCCn1c(=O)c2ccccc2n(CC(=O)NCCC2=CCCCC2)c1=O,-5.0%,-5.2,-14.7%,16.5%,1.4%,-1.0,-7.9%,-11.6%,3.5%
CC1(C(=O)O)CCCN(C(=O)/C=C/c2ccccc2)C1 (stereo not drawn),3.6%,-14.2,20.3%,-18.1%,0.8%,0.3,-5.9%,-16.1%,3.8%
COc1ccc(CCNC(=O)CSc2nnc(-c3cccc(F)c3)o2)cc1OC,-3.8%,.,-5.8%,17.8%,-1.3%,-3.6,-4.9%,4.5%[57.5 µM],-3.8%
CC(CCc1ccccc1)NC(=O)c1ccc(NC(=O)c2ccccc2)cc1 (stereo not drawn),-5.0%,0.3,2.6%,3.0%,-18.8%,0.1,-2.6%,-2.2%,15.0%
CCN(CC)CCN(Cc1cc2cc3c(cc2[nH]c1=O)OCO3)C(=S)NC,5.9%,0.9,30.2%[activator],8.9%,-1.4%,-2.1,-7.1%,-7.0%,-1.4%
CC1(C2CC2)NC(=O)NC1=O (stereo not drawn),-3.0%,9.2,2.5%,2.6%,9.6%,-2.9,0.7%,i,0.6%
C[C@H](NC(=O)[C@H]1N2C(=O)c3ccccc3C2SC1(C)C)C(=O)N1CCC[C@H]1C(=O)O (stereo partly drawn),-4.3%,-0.6,7.8%,-0.8%,3.7%,-0.3,-11.1%,-20.4%,12.8%
CC(=Nc1ccccc1)C1=C(O)CSC1=O,0.7%,.,3.1%,4.2%,0.1%,-2.4,-4.5%,-32.6%[inhibitor][57.5 µM],-14.3%
Cc1cccc(C(=O)Nc2onc(C)c2C#N)c1,4.2%,-17.9,0.0%,-5.7%,4.4%,-3.1,-0.4%,-5.7%[57.5 µM],1.2%
COc1cc(C(C(=O)NC2CCCC2)N(Cc2ccco2)C(=O)c2snc(C(N)=O)c2N)cc(OC)c1OC (stereo not drawn),-15.7%,8.2,-7.3%,?,0.6%,-1.6,0.0%,-10.2%,2.2%
CCOC(=O)C1=C(C)N=c2s/c(=C/c3ccccc3)c(=O)n2C1c1ccc(OC)c(OC)c1 (stereo not drawn),8.4%,-2.9,12.9%,7.6%,-2.8%,0.5,-2.6%,13.2%[57.5 µM],-1.5%
CC(C)=CCC/C(C)=C/CNC(=O)CC1C[C@H](C(=O)N2CCOCC2)[C@@]2(C)c3[nH]c4ccccc4c3CCN2C1=O (stereo partly drawn),-6.4%,17.1,?,-20.4%,-11.7%,-0.6,-12.6%,-8.1%,0.3%
